# BioA inh – M. tuberculosis BioA enzyme inhibitors, primary screen, biochemical, plate reader, single point, HTS. 7,8-diaminopelargonic acid synthase BioA (Mycobacterium tuberculosis). purified M. tuberculosis BioA enzyme. inhibition, % at 9.99 µM. 360,000 tested, 0.096% active; in the data active = inhibition above about 40%
# Numbers without * were called inactive.
SMILES,BioA inh
COc1ccc(NC(=O)Nc2cccc3c2O[C@@H](CN(C)Cc2ccc(Oc4ccccc4)cc2)[C@H](C)CN([C@H](C)CO)C3=O)cc1,0.0
CN(C)C(=O)C[C@H]1CC[C@H]2[C@@H](COC[C@H](O)CN2Cc2ccc(C(F)(F)F)cc2)O1,-2.4
CC(C)C#Cc1cnc2c(c1)C(=O)N([C@@H](C)CO)C[C@H](C)[C@H](CN(C)C(=O)Nc1cc(F)ccc1F)O2,1.6
CCCNC(=O)Nc1ccc2c(c1)C(=O)N(C)[C@@H]1CC[C@H](CC(=O)NCc3ccccc3)O[C@H]1CO2,-6.4
CC(C)C#Cc1cnc2c(c1)C(=O)N([C@@H](C)CO)C[C@@H](C)[C@H](CN(C)C(=O)CC1CC1)O2,-2.6
C[C@@H]1CN([C@H](C)CO)C(=O)c2cc(C#CC3CC3)cnc2O[C@@H]1CN(C)Cc1cccc(C(=O)O)c1,-1.8
CNC[C@@H]1Oc2ccc(NC(=O)C3CCCCC3)cc2C(=O)N([C@@H](C)CO)C[C@@H]1C,-1.1
COc1ccc(S(=O)(=O)Nc2ccc3c(c2)CC(=O)N([C@@H](C)CO)C[C@H](C)[C@H](CN(C)Cc2ccc(C(=O)O)cc2)O3)cc1,-0.8
C[C@H](CO)N1C[C@H](C)[C@H](CN(C)Cc2ccc(C(=O)O)cc2)Oc2ccc(NC(=O)CCN3CCOCC3)cc2CC1=O,-0.9
O=C(C[C@H]1CC[C@@H]2[C@H](COC[C@H](O)CN2C(=O)c2ccccc2)O1)NC1Cc2ccccc2C1,-1.1
C[C@H](CO)N1C[C@H](C)[C@H](CN(C)S(=O)(=O)c2ccc(F)cc2)Oc2ccc(NS(=O)(=O)c3cn(C)cn3)cc2C1=O,6.9
Cc1cccc(S(=O)(=O)N2CC[C@@H]3[C@@H](CO)Nc4ccc(C#Cc5cccc(F)c5)cc4[C@@H]32)c1,4.6
CN(C)CC#Cc1ccc([C@H]2[C@H](CO)N3CCCCN(C(=O)c4ccc5c(c4)OCO5)C[C@@H]23)cc1,-0.9
CC(C)NC(=O)Nc1ccc2c(c1)C(=O)N([C@H](C)CO)C[C@@H](C)[C@H](CN(C)S(=O)(=O)c1cn(C)cn1)OCCCC[C@@H](C)O2,1.6
CCCN(C)C[C@H]1OCCCC[C@@H](C)Oc2ccc(NS(=O)(=O)c3ccccc3)cc2C(=O)N([C@@H](C)CO)C[C@H]1C,-3.5
C[C@H]1CN([C@@H](C)CO)C(=O)c2cc(NC(=O)CCC(F)(F)F)ccc2O[C@H]1CN(C)Cc1ccc(C(F)(F)F)cc1,-0.2
CCC(=O)N1[C@H](CO)[C@@H](c2ccccc2)[C@@H]1CN(CC)C(=O)c1ccc(F)cc1,0.4
CO[C@@H]1CN(C)C(=O)c2cc(NC(=O)C3CC3)ccc2OC[C@H](C)N(CCc2ccccc2)C[C@H]1C,2.3
COc1ccc(C#Cc2cnc3c(c2)C(=O)N([C@H](C)CO)C[C@@H](C)[C@@H](CN(C)CC2CCOCC2)O3)cc1,1.6
CC(C)(O)C#Cc1ccc([C@@H]2[C@H](CO)N3CCCCN(C(=O)c4ccc(F)cc4)C[C@@H]23)cc1,-1.0
COCC(=O)N(C)C[C@H]1Oc2cc(C#C[C@@H](C)O)ccc2S(=O)(=O)N([C@@H](C)CO)C[C@@H]1C,-4.3
COc1ccc(C#Cc2ccc([C@H]3[C@@H](CO)N4CCCCN(C(=O)Nc5ccccc5)C[C@H]34)cc2)cc1,1.0
C[C@H]1CN([C@@H](C)CO)C(=O)c2cc(NC(=O)Nc3cccc4ccccc34)ccc2O[C@@H]1CN(C)Cc1ccc(Cl)c(Cl)c1,-2.4
C[C@@H]1CCCCO[C@H](CN(C)S(=O)(=O)c2cccs2)[C@@H](C)CN([C@@H](C)CO)C(=O)c2cc(NC(=O)NC3CCCCC3)ccc2O1,-3.5
C[C@H]1CN([C@@H](C)CO)C(=O)CCCn2cc(nn2)CO[C@@H]1CN(C)C,0.5
CNC[C@@H]1Oc2ccc(NC(=O)NC(C)C)cc2CC(=O)N([C@H](C)CO)C[C@@H]1C,1.7
O=C(C[C@H]1CC[C@H](NC(=O)Nc2ccccc2)[C@H](CO)O1)NCc1ccccn1,-0.6
CCCN1[C@H](C(=O)NCc2ccccn2)[C@@H](CO)[C@@H]2Cn3c(ccc(C4=CCCC4)c3=O)[C@@H]21,0.3
CNC[C@H]1Oc2c(NC(=O)Nc3c(C)noc3C)cccc2C(=O)N([C@@H](C)CO)C[C@@H]1C,-1.6
Cc1noc(C)c1NC(=O)Nc1ccc2c(c1)C(=O)N([C@@H](C)CO)C[C@@H](C)[C@H](CN(C)Cc1ccc(C(=O)O)cc1)OCCCC[C@H](C)O2,-1.5
C[C@@H]1CN([C@H](C)CO)C(=O)c2c(c3ccccc3n2C)-c2ccccc2CO[C@H]1CN(C)C(=O)CCN(C)C,3.1
C[C@@H](O)C#Cc1ccc([C@H]2[C@H]3CN(C(=O)Nc4ccccc4)CCCCN3[C@H]2CO)cc1,-2.7
C[C@H]1CCCCO[C@H](CN(C)S(=O)(=O)c2cccs2)[C@@H](C)CN([C@@H](C)CO)C(=O)c2cc(NC(=O)Nc3ccccc3)ccc2O1,7.1
O=C(C[C@@H]1C[C@H]2c3cc(NC(=O)C4CCC4)ccc3O[C@H]2[C@@H](CO)O1)NCc1ccccc1F,-0.5
CC(=O)N(C)C[C@@H]1Oc2ncc(/C=C/c3ccccc3)cc2C(=O)N([C@H](C)CO)C[C@@H]1C,0.0
CCC(=O)Nc1ccc2c(c1)C(=O)N(C)C[C@H](OC)[C@@H](C)CN(C(=O)NC(C)C)[C@@H](C)CO2,-1.0
COc1cccc(S(=O)(=O)N2CCCCN3[C@@H](CO)[C@H](c4ccc(C#CC5CC5)cc4)[C@@H]3C2)c1,1.3
C[C@H](CO)N1C[C@H](C)[C@H](CN(C)C(=O)c2ccc(F)cc2)Oc2ncc(C#CCN(C)C)cc2C1=O,-0.2
C[C@H](CO)N1C[C@H](C)[C@H](CN(C)Cc2ccccc2C(=O)O)Oc2cc(C#CC3CCCC3)ccc2S1(=O)=O,-2.7
COc1ccc(CN(C)C[C@@H]2Oc3ccc(NS(=O)(=O)c4ccccc4)cc3CC(=O)N([C@@H](C)CO)C[C@@H]2C)cc1,0.6
CN(C)C(=O)C[C@H]1C[C@@H]2c3cc(NC(=O)Nc4ccc(C(F)(F)F)cc4)ccc3O[C@@H]2[C@H](CO)O1,-1.9
COc1ccc(NC(=O)N(C)C[C@@H]2OCCCC[C@@H](C)Oc3ccc(NC(=O)Nc4ccc(F)cc4)cc3C(=O)N([C@@H](C)CO)C[C@@H]2C)cc1,-0.5
Cc1noc(C)c1S(=O)(=O)Nc1ccc2c(c1)C(=O)N([C@@H](C)CO)C[C@@H](C)[C@@H](CN(C)Cc1ccc3c(c1)OCO3)OCCCC[C@H](C)O2,2.6
C[C@@H]1CN([C@H](C)CO)C(=O)c2cc(N(C)C)ccc2O[C@H]1CN(C)S(=O)(=O)c1cccs1,10.9
COCC(=O)N1C[C@@H]2[C@H](c3ccccc31)[C@H](CO)N2C(=O)c1ccncc1,15.3
O=C(c1ccccc1)N1C[C@@H]2[C@H](c3ccccc31)[C@H](CO)N2Cc1cocn1,2.1
C[C@H]1CCCCO[C@@H](CN(C)C(=O)NC2CCCCC2)[C@@H](C)CN([C@@H](C)CO)C(=O)c2cc(NC(=O)NC3CCCCC3)ccc2O1,1.1
Cc1noc(C)c1NC(=O)N(C)C[C@@H]1OCCCC[C@H](C)Oc2ccc(NS(C)(=O)=O)cc2C(=O)N([C@@H](C)CO)C[C@@H]1C,-0.5
CCCNC(=O)NC[C@@H]1[C@H](c2ccc(C3=CCCCC3)cc2)[C@@H](CO)N1C(C)=O,6.9
CC=Cc1ccc2n(c1=O)C[C@H]1[C@H](CO)[C@@H](C(=O)NCCC)[C@@H]2N1CC1CCCC1 (mixture of isomers),-0.9
COc1ccc(NC(=O)N2CCCCN3[C@H](CO)[C@@H](c4ccc(C#CCC(C)C)cc4)[C@@H]3C2)cc1,3.3
CN1C(=O)c2cc(NS(=O)(=O)c3cccc(F)c3)ccc2OC[C@H]2O[C@H](CC(=O)O)CC[C@H]21,0.3
CO[C@@H]1CN(C)C(=O)c2ccc(NC(=O)C3CCC3)cc2OC[C@H](C)N(Cc2cccnc2)C[C@H]1C,2.9
C[C@@H]1CCCCO[C@H](CN(C)S(=O)(=O)c2ccc(F)cc2)[C@H](C)CN([C@@H](C)CO)C(=O)c2cc(NC(=O)CCCN(C)C)ccc2O1,-0.7
CC(C)NC(=O)N(C)C[C@H]1Oc2c(NC(=O)Nc3ccc(F)cc3)cccc2C(=O)N([C@@H](C)CO)C[C@@H]1C,2.7
COCCNC(=O)C[C@H]1CC[C@@H](NC(=O)NC2CCCCC2)[C@H](CO)O1,-0.4
C[C@H](CO)N1C[C@H](C)[C@H](CN(C)Cc2cccnc2)Oc2cc(-c3ccccc3)ccc2S1(=O)=O,14.5
CCCC#Cc1ccc([C@H]2[C@@H](CO)N3CCCCN(S(=O)(=O)Cc4ccccc4)C[C@H]23)cc1,5.8
CN1C(=O)c2cc(NC(=O)c3ccc(F)cc3)ccc2OC[C@H]2O[C@H](CC(=O)O)CC[C@@H]21,0.2
COc1cccc(-c2cnc3c(c2)C(=O)N([C@H](C)CO)C[C@@H](C)[C@H](CN(C)Cc2cccnc2)O3)c1,17.8

# An excerpt from above in order of formula weight, lowest first.
SMILES,BioA inh
COCCNC(=O)C[C@H]1CC[C@@H](NC(=O)NC2CCCCC2)[C@H](CO)O1,-0.4
CNC[C@@H]1Oc2ccc(NC(=O)NC(C)C)cc2CC(=O)N([C@H](C)CO)C[C@@H]1C,1.7
C[C@@H](O)C#Cc1ccc([C@H]2[C@H]3CN(C(=O)Nc4ccccc4)CCCCN3[C@H]2CO)cc1,-2.7
CC(C)(O)C#Cc1ccc([C@@H]2[C@H](CO)N3CCCCN(C(=O)c4ccc(F)cc4)C[C@@H]23)cc1,-1.0
COCC(=O)N(C)C[C@H]1Oc2cc(C#C[C@@H](C)O)ccc2S(=O)(=O)N([C@@H](C)CO)C[C@@H]1C,-4.3
COc1ccc(NC(=O)N2CCCCN3[C@H](CO)[C@@H](c4ccc(C#CCC(C)C)cc4)[C@@H]3C2)cc1,3.3
COc1cccc(-c2cnc3c(c2)C(=O)N([C@H](C)CO)C[C@@H](C)[C@H](CN(C)Cc2cccnc2)O3)c1,17.8
C[C@@H]1CN([C@H](C)CO)C(=O)c2cc(C#CC3CC3)cnc2O[C@@H]1CN(C)Cc1cccc(C(=O)O)c1,-1.8
CCCNC(=O)Nc1ccc2c(c1)C(=O)N(C)[C@@H]1CC[C@H](CC(=O)NCc3ccccc3)O[C@H]1CO2,-6.4
CC(C)NC(=O)N(C)C[C@H]1Oc2c(NC(=O)Nc3ccc(F)cc3)cccc2C(=O)N([C@@H](C)CO)C[C@@H]1C,2.7
C[C@H](CO)N1C[C@H](C)[C@H](CN(C)Cc2ccccc2C(=O)O)Oc2cc(C#CC3CCCC3)ccc2S1(=O)=O,-2.7
C[C@@H]1CCCCO[C@H](CN(C)S(=O)(=O)c2ccc(F)cc2)[C@H](C)CN([C@@H](C)CO)C(=O)c2cc(NC(=O)CCCN(C)C)ccc2O1,-0.7

# (list continues)
SMILES,BioA inh
COCC(=O)N1CCCCN2[C@H](C1)[C@@H](c1ccc(-c3ccc(C)cc3)cc1)[C@@H]2CO,5.6
COCC(=O)Nc1ccc2c(c1)C(=O)N(C)[C@@H]1CC[C@H](CC(=O)NCC(F)(F)F)O[C@H]1CO2,-2.3
COc1ccc(NC(=O)Nc2ccc3c(c2)C(=O)N([C@@H](C)CO)C[C@@H](C)[C@@H](CN(C)C(=O)Cc2ccccc2)OCCCC[C@H](C)O3)cc1,-0.7
O=C(Cc1cccnc1)N1CCCCN2[C@H](CO)[C@@H](c3ccc(/C=C/c4ccccc4)cc3)[C@@H]2C1,3.5
CO[C@H]1CN(C)C(=O)c2cc(NC(C)=O)ccc2OC[C@H](C)NC[C@H]1C,-1.7
CCS(=O)(=O)Nc1ccc2c(c1)C(=O)N(C)C[C@H](OC)[C@@H](C)CN(C(=O)C1CCC1)[C@H](C)CO2,-3.0
N#C[C@H]1[C@@H](c2ccccc2)[C@H](CO)N1C(=O)Nc1cccc(F)c1,29.5
C[C@@H]1CN([C@@H](C)CO)C(=O)c2cc(NC(=O)C3CCCCC3)ccc2O[C@H]1CN(C)C(=O)Nc1ccc(F)cc1,0.6
C[C@@H]1CN([C@@H](C)CO)S(=O)(=O)c2ccc(-c3ccncc3)cc2O[C@@H]1CN(C)C,-0.2
N#C[C@@H]1[C@@H](c2ccc(C#Cc3ccc(F)cc3)cc2)[C@H](CO)N1C(=O)C1CCC1,0.3
C[C@@H]1CN([C@@H](C)CO)C(=O)c2cccc(NC(=O)Nc3ccccc3)c2O[C@H]1CN(C)Cc1ccc(Cl)c(Cl)c1,-1.7
C[C@H]1CCCCO[C@@H](CN(C)Cc2ccncc2)[C@@H](C)CN([C@@H](C)CO)C(=O)c2cc(NC(=O)Nc3cccc4ccccc34)ccc2O1,-3.3
COc1ccc(S(=O)(=O)Nc2ccc3c(c2)C(=O)N([C@@H](C)CO)C[C@@H](C)[C@@H](CN(C)C(=O)Nc2ccccc2)OCCCC[C@@H](C)O3)cc1,-6.0
C[C@@H]1CCCCO[C@@H](CN(C)C(=O)Nc2ccccc2)[C@H](C)CN([C@H](C)CO)C(=O)c2cc(NC(=O)Nc3ccccc3)ccc2O1,-1.5
C[C@H]1CN([C@@H](C)CO)C(=O)c2ccccc2-c2ccccc2CO[C@@H]1CN(C)S(=O)(=O)c1ccc(C#N)cc1,0.1
O=C(C[C@H]1CC[C@H]2[C@@H](COC[C@@H](O)CN2C(=O)Nc2ccc(F)cc2)O1)NC1Cc2ccccc2C1,0.2
Cc1ccc(S(=O)(=O)N(C)C[C@H]2OCCCC[C@H](C)Oc3ccc(NC(=O)CCCN(C)C)cc3C(=O)N([C@H](C)CO)C[C@H]2C)cc1,-0.5
CO[C@H]1CN(C)C(=O)c2ccc(NC(=O)c3cccc(F)c3)cc2OC[C@H](C)N(CC2CC2)C[C@H]1C,3.9
CO[C@@H]1CN(C)C(=O)c2ccc(NS(=O)(=O)c3ccc(C)cc3)cc2OC[C@@H](C)N(Cc2nccs2)C[C@H]1C,-0.7
O=C(N[C@@H]1CC[C@H](CCn2cc(Cc3ccccc3)nn2)O[C@H]1CO)c1ccccn1,1.1

# Screening data (PubChem BioAssay)

# These rows are one share of the data, so the mix of outcomes need not match the whole.
